MEKK2wt PB1 HTS = raises or lowers MEK5 binding to wildtype human MEKK2 PB1 domain; 290,000 tested, 1.1% active; binding response (% of control), % at 10 µM; bead flow cytometry, Alexa488-MEK5 binding to MEKK2 WT; actives lie on both sides; AID 1531; Q9Y2U5; in the data active means binding response below about 67% or above about 130%
GalR3 antag = blocks the human galanin receptor 3; inhibition, % at 3 µM; AID 651719; HEK293 GalR3-CNG cAMP membrane potential fluorescence; galR3 body fused to GalR1 C-terminus; 360,000 tested, 0.44% active;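 active means inhibition above the screen-wide average plus 3 SD, cut at about 13% in these data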;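 further: forskolin and galanin both at EC90 stimulate the cells; cAMP rise reported by CNG channel membrane potential dye signal; 0% = forskolin plus galanin with DMSO and 100% = forskolin alone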
Target sequence (O60755 1-299 limits assumed): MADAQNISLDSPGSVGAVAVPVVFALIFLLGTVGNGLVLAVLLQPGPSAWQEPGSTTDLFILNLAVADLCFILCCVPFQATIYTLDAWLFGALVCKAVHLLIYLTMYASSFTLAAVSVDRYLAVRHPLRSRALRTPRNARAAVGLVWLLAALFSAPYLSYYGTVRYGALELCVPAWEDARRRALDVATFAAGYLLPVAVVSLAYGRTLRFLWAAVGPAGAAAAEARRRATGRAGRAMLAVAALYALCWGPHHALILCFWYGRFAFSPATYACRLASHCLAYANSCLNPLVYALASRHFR
OXTR agonist = agonists of human oxytocin receptor | P30559 | activation, % at 3 µM | 320,000 tested, 0.32% active | CHO-OTR cells, Fluo-8 calcium fluorescence; normalized: DMSO 0%, oxytocin 100% | AID 2435;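 active means activation above the mean of all tested compounds plus 3 SD, cutoff set per screening run, cut at about 20% in these data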;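 further: peak over basal fluorescence ratio from a 100 s FLIPR kinetic read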
V1R ag counter = activates human V1a receptor in oxytocin agonist counter-screen. P37288. CHO-V1R cells, Fluo-8 calcium fluorescence, agonist mode; 0% DMSO, 100% 3 nM vasopressin. activation, % at 3 µM. 320,000 tested, 0.25% active;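 active means activation above the mean activation of all tested compounds plus 3 SD, per screening run, cut at about 20% in these data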;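 further: signal is peak over basal fluorescence ratio across a 100 second FLIPR read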
GPR7 antag = blocks human GPR7 receptor signaling | 290,000 tested, 1.1% active | inhibition, % at 4.4 µM | AID 1861 | P48145 | GPR7-expressing cells, fluorescence antagonist assay; in the data active means inhibition above about 16%, passing the limit was not always enough;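 further: cells stimulated with the agonist NPW; 0% = agonist with vehicle and 100% = vehicle without agonist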
Target sequence (P48145 whole entry, looked up): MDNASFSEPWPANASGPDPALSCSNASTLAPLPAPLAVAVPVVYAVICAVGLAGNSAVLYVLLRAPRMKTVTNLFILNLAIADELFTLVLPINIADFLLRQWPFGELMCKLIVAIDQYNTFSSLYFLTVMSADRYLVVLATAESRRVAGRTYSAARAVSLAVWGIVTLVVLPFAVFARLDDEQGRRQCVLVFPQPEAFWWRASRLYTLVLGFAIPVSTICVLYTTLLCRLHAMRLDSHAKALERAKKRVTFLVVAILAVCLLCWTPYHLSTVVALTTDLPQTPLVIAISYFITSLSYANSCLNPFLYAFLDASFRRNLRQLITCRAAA
NALP1 yeast inh = blocks the NALP1 inflammasome reconstituted in yeast. S. cerevisiae NALP1/ASC/caspase-1 growth, X-gal OD620, 72 h. inhibition, % at 10 µM. 280,000 tested, 0.61% active. AID 2071; in the data active means inhibition mostly above about 24%, no sharp cut-off; inactive means mostly below about 32%; further: some compounds called inactive have numbers as strong as hits
MEKK2 mut-MEK5 = signal of MEK5 binding to mutant human MEKK2 PB1 domain. bead flow cytometry, Alexa488-MEK5 binding to MEKK2 mutant. 290,000 tested, 0.35% active. AID 1530. percent response, % at 10 µM; in the data active means percent response above about 24%, passing the limit was not always enough; further: inactives centre near 1; some results filed as inactive read as strong as hits; reference of the scale not given here
MEKK3 PB1 HTS = MEKK3-MEK5 PB1 interaction, increase or decrease; Q99759; bead-based flow cytometry, Alexa488-MEK5 binding to MEKK3; actives lie on both sides; 0 = blocked by unlabeled MEK5, 100 = vehicle; binding response (% of control), % at 10 µM; 290,000 tested, 1.4% active; AID 1529;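 active means binding response more than 3 SD above or below the average of its plate-row segment, actives on both sides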;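 further: Alexa488 bead fluorescence after subtracting the streptavidin-only scavenger bead signal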
PHOSPHO1 block = inhibitors of human PHOSPHO1 phosphatase; Q8TCT1; AID 1565; 290,000 tested, 1.1% active; inhibition, % at 13.3 µM; recombinant PHOSPHO1, absorbance phosphatase assay; in the data active means inhibition above about 60%
Target sequence (Q8TCT1 whole entry, looked up): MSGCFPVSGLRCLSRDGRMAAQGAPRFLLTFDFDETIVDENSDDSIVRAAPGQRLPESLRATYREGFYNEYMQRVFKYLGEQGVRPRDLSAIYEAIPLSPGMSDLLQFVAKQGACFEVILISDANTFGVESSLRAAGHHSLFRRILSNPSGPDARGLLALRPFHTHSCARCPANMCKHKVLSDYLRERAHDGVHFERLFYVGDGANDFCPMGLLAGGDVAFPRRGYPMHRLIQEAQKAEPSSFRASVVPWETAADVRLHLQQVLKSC
Starred values were filed as active, the others as inactive; / = no result given.

Sequence of screens – OXTR agonist, GalR3 antag, MEKK2 mut-MEK5, PHOSPHO1 block, MEKK3 PB1 HTS, GPR7 antag, MEKK2wt PB1 HTS, NALP1 yeast inh, V1R ag counter
- CCc1cc(=O)oc2cc(OCC(=O)N3CCCc4ccccc43)ccc12
  0.2, -8, -1, 24, 99, -14, 99, -3, -0.1
- CC(NC(=O)c1cccc(Br)c1)c1ccccc1 (configuration not stated)
  -2.0, -6, -5, 15, 95, 2, 94, -2, -1.1
- CC(=O)Nc1ccc(-c2nn[nH]n2)cc1Cl
  1.1, -2, 3, -10, 106, 5, 109, 6, 0.7
- CS(=O)(=O)N1CCN(C/C=C/c2ccccc2)CC1
  1.1, -2, 2, 12, 101, 1, 100, -12, 1.1
- O=C(O)C1CCCN1C(=O)OCC1c2ccccc2-c2ccccc21 (configuration not stated)
  -1.2, -5, -19, 32, 59, 4, 61, -1, -1.2
- O=C(NCCC1=CCCCC1)C1CCN(S(=O)(=O)c2cccs2)CC1
  0.5, /, 9, 17, 108, 7, 110, 19, 0.8
- COc1cccc(CN(C)CC(O)COc2cc(Cl)ccc2Cl)c1 (configuration not stated)
  2.0, -12, 10, 33, 107, 4, 119, 26, 4.4
- CCn1c(CNc2ccc(C)cc2)nnc1SCC(=O)NCc1ccccc1
  -0.2, -7, -3, 7, 99, -13, 98, 4, -0.1
- CCOc1ccc(N2CC(C(=O)OC)CC2=O)cc1 (configuration not stated)
  0.2, -1, 12, 16, 105, -7, 111, /, -0.2
- O=C(N/N=C/c1ccccn1)c1ccc([N+](=O)[O-])cc1
  1.0, 0, -8, 8, 87, 4, 90, 4, 0.6
- COc1ccc(-c2cc(C(=O)OCC(=O)c3ccc(C)c([N+](=O)[O-])c3)c3ccccc3n2)cc1
  2.6, 4, 0, -16, 130*, 3, 103, 8, -0.8
- Cc1c(C(=O)NNC(=S)Nc2cccc(Cl)c2)nnn1-c1ccccc1
  -0.2, 4, 8, 1, 110, -11, 112, 13, 0.3
- Cc1nnc(NC(=O)c2nn(CC(C)C)c(=O)c3ccccc23)s1
  -0.6, 6, -2, -1, 99, -6, 107, 9, -0.3
- Cc1csc2c(N3CCN(C(=O)Nc4ccccc4)CC3)ncnc12
  11, -1, 11, 47, 107, -8, 104, /, 8.7
- CN(C)c1nnnn1-c1ccc(Cl)cc1Cl
  0.0, 2, -1, 24, 109, -3, 103, -16, 1.1
- CCn1cc(C(=O)O)c(=O)c2cc(F)c(N3CCN(S(=O)(=O)c4ccc5c(c4)OCCO5)CC3)cc21
  1.4, -6, /, 43, /, 2, /, 1, -0.9
- OC1CCN(c2ncnc3c2nnn3Cc2c(F)cccc2Cl)CC1
  5.3, -1, /, 10, /, -1, /, 3, 2.5
- CCOC(=O)C1CCCN(S(=O)(=O)c2ccccc2)C1 (configuration not stated)
  0.3, -7, -2, 15, 96, -13, 91, 5, -0.7
- CS(=O)(=O)c1ccc(Cl)c(NC(=O)COC(=O)c2ccc(F)cc2Cl)c1
  0.3, -1, -4, 7, 88, -5, 87, -10, -0.8
- CCOc1ccc(CN(CCO)CCO)cc1[N+](=O)[O-]
  1.8, -1, 1, 12, 101, -16, 103, 2, 1.2
- O=C(NCC1CCN(C(=O)c2cccc([N+](=O)[O-])c2)CC1)c1cccc([N+](=O)[O-])c1
  -0.4, -1, 2, 28, 105, -2, 105, 3, 0.6
- OC(COC1CCCCC1)CN1CCN(c2ccccc2)CC1 (configuration not stated)
  0.3, 1, -2, 16, 94, 0, 90, /, 0.2
- CCC1CCCCN1C(=O)CSC1=NN2CCCC(=O)N=C2S1 (configuration not stated)
  1.3, 1, 27, -6, 132*, -11, 124, /, 0.4
- COc1cccc(C2NC(=S)NC(C)=C2C(=O)c2ccccc2)c1OC (configuration not stated)
  -0.2, 0, -6, 21, 98, 2, 92, -10, 1.7
- CCCC(=O)c1cc2cc(Cl)ccc2oc1=O
  0.2, -4, 3, 9, 109, -4, 109, 12, 0.3
- CCOc1ccc(C(=O)NCC(=O)OCc2c(F)cccc2Cl)cc1OCC
  -3.0, 1, 1, -15, 111, -14, 104, 21, -1.0
- O=S(=O)(c1ccc(S(=O)(=O)N2CCCC2)cc1)N1CCCCCC1
  2.3, -2, 2, -8, 102, -4, 105, -17, 0.8
- CCN(CC)c1cc(C)c2cc(NC(=O)c3cccs3)ccc2n1
  1.0, -4, 8, -10, 103, -19, 108, -13, 1.0
- COc1ccc(/C=c2\s/c(=C\C(=O)C(C)(C)C)[nH]c2=O)cc1O
  2.9, -9, 5, 28, 103, 7, 101, /, -0.9
- Cc1ccc2nc(N3CCN(c4cccc(C)c4C)CC3)c3nnnn3c2c1
  -0.2, -3, -1, 3, 90, -10, 94, 33, 0.1

Exported as labelled records: four of the compounds above.
SMILES: CC(NC(=O)c1cccc(Br)c1)c1ccccc1 (configuration not stated)
  OXTR agonist = -2.0
  GalR3 antag = -6
  MEKK2 mut-MEK5 = -5
  PHOSPHO1 block = 15
  MEKK3 PB1 HTS = 95
  GPR7 antag = 2
  MEKK2wt PB1 HTS = 94
  NALP1 yeast inh = -2
  V1R ag counter = -1.1
SMILES: CC(=O)Nc1ccc(-c2nn[nH]n2)cc1Cl
  OXTR agonist = 1.1
  GalR3 antag = -2
  MEKK2 mut-MEK5 = 3
  PHOSPHO1 block = -10
  MEKK3 PB1 HTS = 106
  GPR7 antag = 5
  MEKK2wt PB1 HTS = 109
  NALP1 yeast inh = 6
  V1R ag counter = 0.7
SMILES: CS(=O)(=O)N1CCN(C/C=C/c2ccccc2)CC1
  OXTR agonist = 1.1
  GalR3 antag = -2
  MEKK2 mut-MEK5 = 2
  PHOSPHO1 block = 12
  MEKK3 PB1 HTS = 101
  GPR7 antag = 1
  MEKK2wt PB1 HTS = 100
  NALP1 yeast inh = -12
  V1R ag counter = 1.1
SMILES: O=C(O)C1CCCN1C(=O)OCC1c2ccccc2-c2ccccc21 (configuration not stated)
  OXTR agonist = -1.2
  GalR3 antag = -5
  MEKK2 mut-MEK5 = -19
  PHOSPHO1 block = 32
  MEKK3 PB1 HTS = 59
  GPR7 antag = 4
  MEKK2wt PB1 HTS = 61
  NALP1 yeast inh = -1
  V1R ag counter = -1.2

Following part.
Sequence of screens – OXTR agonist, GalR3 antag, MEKK2 mut-MEK5, PHOSPHO1 block, MEKK3 PB1 HTS, GPR7 antag, MEKK2wt PB1 HTS, NALP1 yeast inh, V1R ag counter
- Cc1ccc(CNC(=O)CSc2nnnn2C)cc1
  0.5, -2, -3, 21, 109, -7, 103, 11, -0.3
- O=C(Nc1cccc(C(F)(F)F)c1)c1cccnc1N1CCCC1
  -2.6, -5, 5, 17, 105, -15, 104, -2, -1.2
- CCOC(=O)CC(=O)CSc1nc2c(C)c(C)ccc2cc1C
  -2.5, -3, -8, 10, 92, 5, 91, -1, -1.3
- COCC(=O)Nc1ccc(S(=O)(=O)Nc2cc(C)nc(C)n2)cc1
  0.0, /, 2, -3, 100, 4, 100, 3, -0.7
- Cc1ccc(OCC(=O)Nc2ccc(CN3CCOCC3)cc2)cc1C
  3.9, -6, 9, 6, 104, -5, 106, 10, 6.7
- Cc1ccc(-n2c(SCC(=O)NCc3ccco3)nc3c([nH]c4ccccc43)c2=O)cc1
  -1.1, 7, -7, 32, 92, -12, 88, 21, -1.9
- CC(=O)OCCCN1C(=O)c2ccc(Br)cc2C1=O
  1.5, 0, 8, 14, 107, 3, 107, 11, 0.6
- O=C(NN1C(=O)C2C3C=CC([C@H]4CC34)[C@@H]2C1=O)c1ccc(Br)cc1 (some centres not stated)
  0.2, -6, -7, 3, 91, -1, 90, 14, 1.7
- C=C(C)COc1ccc(-c2[nH]ncc2-c2ccc(OC)c(OC)c2)c(O)c1
  -1.3, 1, 5, -7, 105, 3, 100, 32, 0.1
- CC1CN(C(=O)CCC(=O)NCCCN2CCC(Cc3ccccc3)CC2)c2cc(Cl)ccc2O1 (configuration not stated)
  5.5, -10, 40*, 24, 107, 26*, 163*, 18, 2.5
- COC(=O)C1=CN(Cc2ccc(OC)cc2)C=C(C(=O)OC)C1c1ccsc1
  -1.1, -5, -10, 37, 95, 3, 80, 7, 1.0
- COc1cccc(OCc2cc(C(=O)N(Cc3nccn3C)C(C)C)no2)c1
  2.0, -6, -8, 31, 99, -5, 97, 9, 1.1
- O=C1CC2(CCCC2)Oc2ccccc21
  -0.5, 2, 2, /, 105, /, 103, /, -0.5
- Cc1ccc(C)c(CSc2nnc(C)c(=O)[nH]2)c1
  -1.8, -2, /, 32, /, -6, /, -8, -0.6
- O=C(CSc1nnc(-c2ccccc2)o1)N1CCc2ccccc2C1
  1.1, -1, -3, 17, 101, -13, 102, -2, 0.3
- COCCCn1c(C)nnc1SCC(=O)NCc1ccco1
  1.0, -1, -2, -8, 92, -7, 101, 18, 0.8
- CCOC(=O)N1CCc2c(sc(NC(=O)c3ccc(Cl)s3)c2C(N)=O)C1
  2.4, /, 6, -26, 113, 12, 112, 29, 4.3
- NS(=O)(=O)c1cccc(NC(=S)NC(=O)c2cccc([N+](=O)[O-])c2)c1
  3.8, -2, -6, 17, 98, -10, 95, -9, 2.3
- Cn1c(Cc2cccs2)n[nH]c1=S
  0.0, 0, 3, 5, 113, -7, 108, 0, 1.4
- C/C(=N\NC(=O)NC1CCCCC1)c1ccc(OC(F)F)cc1OC(F)F
  -0.4, 7, 0, -16, 103, -2, 100, -2, -0.2
- O=C(c1ccccc1SCc1ccccc1)N1CCOCC1
  0.3, -2, 4, 37, 100, -13, 97, -1, 0.3
- CCOC(=O)C1=C(C)N(C2CCCCC2)C(=O)C1
  -1.9, -2, 8, -11, 100, -3, 100, -1, 1.2
- CC12CC(NC(=O)N1c1cccc(C(=O)N3CCN(c4ccccc4)CC3)c1)c1ccccc1O2 (configuration not stated)
  0.5, -7, 4, -7, 103, -4, 102, 9, 2.8
- COc1cccc(/C=C/C(=O)NCc2ccc3c(c2)OCO3)c1
  0.0, -8, -9, 24, 102, 0, 101, 24, -0.8
- COc1cc(CNc2ncc(-c3ccc(Cl)cc3)n2C)cc(OC)c1OC
  3.3, -13, 4, 36, 95, -1, 110, 5, 1.1
- CCOc1ccc2[nH]c3c(N4CCc5ccccc5C4)ncnc3c2c1
  -2.8, 0, 42, 23, 115, -9, 187*, 24, -1.6
- CCCc1cc(=O)[nH]c(SCC(=O)Nc2ccc(Br)cc2)n1
  3.4, -9, -4, 16, 100, -2, 100, -11, 2.2
- CCc1cccc(NS(=O)(=O)c2cccc3cccnc23)c1
  -0.4, -12, 0, 40, 101, -5, 99, -7, 1.0
- O=S(=O)(Nc1ccc2c(c1)OCCO2)c1ccc(F)c(F)c1
  2.5, -8, 7, 23, 101, -10, 106, 17, 5.3
- CC(=O)Nc1ccc(NC(=O)CSc2nnc(C)n2-c2ccccc2)cc1
  -0.7, -10, 2, 30, 99, -5, 107, 8, 0.1

Bioassay records (PubChem)
